Source: PubChem BioAssay
NPR1 activator = GC-A (human) enzyme activation; P16066; HEK293 GC-A cells, cGMP TR-FRET, EC30 ANP; 0% at EC30 ANP, 100% saturating ANP; activation, % at 10 µM; hit rate 0.14% among 370,000; AID 1671463; in the data active = activation above about 40%
GC-B act = GC-B (human) receptor activation | P20594 | HEK293-GC-B cells, CNP EC30, cGMP TR-FRET; 0% at EC30 CNP, 100% saturating CNP | activation, % at 10 µM | hit rate 0.11% among 370,000 | AID 1920062;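 active = activation at 10 µM reaching about 35% in either raw or pattern-adjusted values, limit read from the data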
Target sequence (P20594 whole entry, looked up): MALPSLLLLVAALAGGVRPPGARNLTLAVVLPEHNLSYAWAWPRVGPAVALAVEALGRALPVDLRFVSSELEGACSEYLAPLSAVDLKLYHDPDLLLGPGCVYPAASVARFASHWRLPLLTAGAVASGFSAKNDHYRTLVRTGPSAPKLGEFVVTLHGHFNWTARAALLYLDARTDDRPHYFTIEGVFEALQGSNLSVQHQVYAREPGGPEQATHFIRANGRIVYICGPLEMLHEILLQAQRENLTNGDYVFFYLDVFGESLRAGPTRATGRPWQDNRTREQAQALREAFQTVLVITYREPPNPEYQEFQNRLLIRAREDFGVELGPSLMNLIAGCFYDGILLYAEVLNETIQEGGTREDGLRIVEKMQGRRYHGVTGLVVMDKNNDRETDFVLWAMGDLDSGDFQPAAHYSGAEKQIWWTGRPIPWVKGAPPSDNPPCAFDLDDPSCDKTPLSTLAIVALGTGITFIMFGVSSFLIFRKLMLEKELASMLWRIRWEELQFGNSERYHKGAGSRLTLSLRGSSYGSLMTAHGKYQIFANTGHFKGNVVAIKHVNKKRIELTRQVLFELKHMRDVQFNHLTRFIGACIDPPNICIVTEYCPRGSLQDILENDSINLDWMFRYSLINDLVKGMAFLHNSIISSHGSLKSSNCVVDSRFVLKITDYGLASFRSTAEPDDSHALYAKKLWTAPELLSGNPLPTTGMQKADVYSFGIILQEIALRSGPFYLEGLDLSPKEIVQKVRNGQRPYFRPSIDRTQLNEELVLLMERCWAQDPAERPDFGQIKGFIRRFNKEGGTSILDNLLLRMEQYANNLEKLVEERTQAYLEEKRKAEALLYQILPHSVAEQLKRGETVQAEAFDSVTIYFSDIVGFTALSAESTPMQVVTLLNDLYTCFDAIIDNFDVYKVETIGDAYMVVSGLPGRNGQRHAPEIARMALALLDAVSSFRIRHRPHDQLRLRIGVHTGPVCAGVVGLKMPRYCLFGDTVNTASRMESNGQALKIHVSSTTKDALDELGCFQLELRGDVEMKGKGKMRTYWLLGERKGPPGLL
SIAE primary = inhibitors of human sialic acid acetylesterase SIAE; Q9HAT2; SIAE FP-Rh probe binding, fluorescence polarization; inhibition, % at 9.66 µM; hit rate 0.69% among 370,000; AID 1053197;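 active = inhibition above a cutoff: mean of compounds within the control limits plus 3 SD of those, cut at about 17% in these data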;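 note: 0% = plate median of compound wells and 100% = probe without SIAE protein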
PRMT1 FP inh = PRMT1 (human) inhibition, primary screen; Q99873; recombinant PRMT1, activity-based probe fluorescence polarization; inhibition, % at 2.79 µM; hit rate 1.3% among 370,000; AID 652257;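 active = inhibition above about 21% made by adding two undisclosed values, limit read from the data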
TCR-CD3 inh = inhibitors of human TCR-CD3 interaction | TAMRA-labeled TCR probe fluorescence, biochemical | inhibition, % at 9.4 µM | hit rate 0.37% among 360,000; in the data active = inhibition above about 19%;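 note: recombinant mutant TCR 2C K166C tagged with TAMRA read by polarization; 0% = receptor in buffer alone and 100% = receptor with positive control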
HTRA1 inh = inhibitors of human serine peptidase HTRA1; Q92743; recombinant HTRA1, FP-rhodamine activity-based probe, fluorescence polarization; inhibition, % at 5.96 µM; hit rate 0.5% among 340,000; AID 504803; in the data active = inhibition above about 36%;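 note: 0% = enzyme with DMSO and 100% = wells lacking enzyme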
rCAG RNA binder = binds r(CAG) RNA repeats; r(CAG) RNA repeat, TO-PRO-1 dye displacement fluorescence; inhibition, % at 3 µM; hit rate 1.3% among 370,000; AID 651821;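 active = inhibition above the plate cutoff, the mean of all test compounds on that plate plus 3 SD, cut at about 35% in these data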;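 note: 0% = DMSO alone and 100% = 100 µM mitoxantrone as full dye displacement; higher means more dye released from RNA so lower well fluorescence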
mABHD4 FP = ABHD4 (mouse) inhibition, primary FP screen; Q8VD66; purified mABHD4, FP-Rh probe fluorescence polarization; inhibition, % at 8.92 µM; hit rate 0.54% among 370,000; AID 720543;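 active = inhibition exceeding the mean over every tested compound plus 3 SD, cut at about 30% in these data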;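 note: 0% = plate median of compound wells and 100% = S159A mutant with DMSO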
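Material: mouse ABHD4 enzyme, wild type; Benchmarks: S159A mutant high control, sample median low control; Buffer or medium: HEPES pH 7.0, NaCl, Pluronic buffer; Signal: fluorescence polarization; Read-out: percent inhibition of probe binding, normalized to plate controls; Timing: pre-incubation 45 min, probe exposure 60 min, at 25 °C; Dosing: 8.92 µM, single dose.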
MBD2 inh = inhibitors of human MBD2 binding to methylated oligonucleotide | Q9UBB5 | TR-FRET | hit rate 0.31% among 370,000 | inhibition, % at 4.4 µM | AID 686964; in the data active = inhibition above about 13%
UHRF1 MBD2 ctr = blocks human UHRF1 binding to methylated DNA; inhibition, % at 4.4 µM; hit rate 0.75% among 370,000; UHRF1 binding to methylated oligo, TR-FRET; AID 687016; in the data active = inhibition above about 21%;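 note: UHRF1 SRA domain binding a hemimethylated CpG hairpin DNA probe; 0% = median of test compound wells and 100% = reference inhibitor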
Active calls of the source: *.

What do the screens show for `CCCCN(Cc1cc2cc(OC)ccc2[nH]c1=O)C(=O)c1ccccn1`?
NPR1 activator: -11; GC-B act: -5; SIAE primary: 1; PRMT1 FP inh: 3; TCR-CD3 inh: -3; HTRA1 inh: -7; rCAG RNA binder: -9; mABHD4 FP: 2; MBD2 inh: 1; UHRF1 MBD2 ctr: -2

Results for N#Cc1cc(C(=O)c2cc(Br)ccc2O)cn(C2CC2)c1=O ?
NPR1 activator: 3; GC-B act: -13; SIAE primary: -7; PRMT1 FP inh: 3; TCR-CD3 inh: 0; HTRA1 inh: -14; rCAG RNA binder: 10; mABHD4 FP: -3; MBD2 inh: -4; UHRF1 MBD2 ctr: 0

How did CCOC(=O)c1cc(OC(C)=O)c2ccc(OC)c(OC)c2c1 do in these assays?
NPR1 activator: 0; GC-B act: 0; SIAE primary: 4; PRMT1 FP inh: 7; TCR-CD3 inh: -2; HTRA1 inh: 4; rCAG RNA binder: -1; mABHD4 FP: 1; MBD2 inh: -1; UHRF1 MBD2 ctr: -1

Results for CN1OC[C@@H]2CN(S(=O)(=O)c3ccccc3)[C@H](c3ccccc3Br)C[C@@H]21 ?
NPR1 activator: 3; GC-B act: -8; SIAE primary: -3; PRMT1 FP inh: -4; TCR-CD3 inh: -3; rCAG RNA binder: 1; mABHD4 FP: 0; MBD2 inh: -7; UHRF1 MBD2 ctr: 1

What do the screens show for `COc1ccc2nc3oc(C(=O)N4CCN(c5cccc(Cl)c5)CC4)cc3cc2c1`?
NPR1 activator: 4; GC-B act: 2; SIAE primary: 7; PRMT1 FP inh: -2; TCR-CD3 inh: 9; HTRA1 inh: 1; rCAG RNA binder: 2; mABHD4 FP: 2; MBD2 inh: -5; UHRF1 MBD2 ctr: 0

How did CCC(C)NC(=O)c1cc(-c2cccs2)nc2ccccc12 (centres undefined) do in these assays?
NPR1 activator: 4; GC-B act: -8; SIAE primary: -4; PRMT1 FP inh: 4; TCR-CD3 inh: -5; HTRA1 inh: 0; rCAG RNA binder: 7; mABHD4 FP: -7; MBD2 inh: 0; UHRF1 MBD2 ctr: -2

How did O=C(COc1cccnc1[N+](=O)[O-])Nc1c(Cl)cccc1Cl do in these assays?
NPR1 activator: 0; GC-B act: 2; SIAE primary: 9; PRMT1 FP inh: 3; TCR-CD3 inh: 1; HTRA1 inh: 2; rCAG RNA binder: 8; mABHD4 FP: -1; MBD2 inh: 5; UHRF1 MBD2 ctr: 5

What do the screens show for `CCN1CCc2c(OCc3ccc(C(=O)OC)o3)cccc2C1=O`?
NPR1 activator: -2; GC-B act: 1; SIAE primary: 0; PRMT1 FP inh: -3; TCR-CD3 inh: 6; HTRA1 inh: -3; rCAG RNA binder: 0; mABHD4 FP: 1; MBD2 inh: 1; UHRF1 MBD2 ctr: 0

Results for COc1ccccc1-c1nc(C#N)c(N2CCC(C(N)=O)CC2)o1 ?
NPR1 activator: 6; GC-B act: -15; SIAE primary: 0; PRMT1 FP inh: 2; TCR-CD3 inh: 2; HTRA1 inh: 1; rCAG RNA binder: -7; mABHD4 FP: -3; MBD2 inh: 4; UHRF1 MBD2 ctr: 4

Results for Cc1n[nH]c(=S)n(NC(=O)CC(=O)Nn2c(=S)[nH]nc(C)c2=O)c1=O ?
NPR1 activator: -1; GC-B act: 0; SIAE primary: -5; PRMT1 FP inh: -6; TCR-CD3 inh: -7; HTRA1 inh: -4; rCAG RNA binder: 1; mABHD4 FP: 1; MBD2 inh: -5; UHRF1 MBD2 ctr: -12

What do the screens show for `Cc1nn(C)c(-c2n[nH]c(=S)n2Cc2ccco2)c1Cl`?
NPR1 activator: 0; GC-B act: 0; SIAE primary: -3; PRMT1 FP inh: 28*; TCR-CD3 inh: -5; HTRA1 inh: 3; rCAG RNA binder: 18; mABHD4 FP: -8; MBD2 inh: 7; UHRF1 MBD2 ctr: 8

How did CCOc1ccc(Br)cc1S(=O)(=O)N1CCSC1 do in these assays?
NPR1 activator: -3; GC-B act: -1; SIAE primary: 8; PRMT1 FP inh: 2; TCR-CD3 inh: -1; HTRA1 inh: -5; rCAG RNA binder: 3; mABHD4 FP: 2; MBD2 inh: 2; UHRF1 MBD2 ctr: 1

How did COc1cccc(N2C(=NC(=O)C3CCCO3)SC3CS(=O)(=O)CC32)c1 (centres undefined) do in these assays?
NPR1 activator: 5; GC-B act: 1; SIAE primary: 0; PRMT1 FP inh: 2; TCR-CD3 inh: 0; HTRA1 inh: 2; rCAG RNA binder: 0; mABHD4 FP: 3; MBD2 inh: -2; UHRF1 MBD2 ctr: 7

What do the screens show for `C/C(=N\S(=O)(=O)c1ccc(C)cc1)NC(=S)Nc1ccccc1`?
NPR1 activator: -2; GC-B act: 4; SIAE primary: 2; PRMT1 FP inh: -4; TCR-CD3 inh: 0; HTRA1 inh: 4; rCAG RNA binder: -3; mABHD4 FP: 3; MBD2 inh: 2; UHRF1 MBD2 ctr: 1

Results for CCCCn1c(N)c(N(CCOC)C(=O)CSc2nnc(-c3ccncc3)n2CCC)c(=O)[nH]c1=O ?
NPR1 activator: 1; GC-B act: -2; SIAE primary: 1; PRMT1 FP inh: -2; TCR-CD3 inh: -3; HTRA1 inh: -3; rCAG RNA binder: -4; mABHD4 FP: -2; MBD2 inh: -2; UHRF1 MBD2 ctr: 2

What do the screens show for `CCOC(=O)c1ccccc1NC1OC(=O)c2ccccc21` (centres undefined)?
NPR1 activator: 6; GC-B act: 5; SIAE primary: 2; PRMT1 FP inh: 2; TCR-CD3 inh: -3; HTRA1 inh: -2; rCAG RNA binder: -2; mABHD4 FP: -6; MBD2 inh: -1; UHRF1 MBD2 ctr: 1

How did O=C(CCC(=O)Nc1ccc(F)cc1)N/N=C/c1ccc(O)cc1 do in these assays?
NPR1 activator: -2; GC-B act: -4; SIAE primary: -4; PRMT1 FP inh: 5; TCR-CD3 inh: -6; HTRA1 inh: -7; rCAG RNA binder: -3; mABHD4 FP: -4; MBD2 inh: 0; UHRF1 MBD2 ctr: 1

Results for CCCCCCCc1n[nH]c(=S)n1Cc1ccccc1 ?
NPR1 activator: 2; GC-B act: 2; SIAE primary: 2; PRMT1 FP inh: 11; TCR-CD3 inh: -6; HTRA1 inh: -14; rCAG RNA binder: -5; mABHD4 FP: -4; MBD2 inh: 5; UHRF1 MBD2 ctr: 2

What do the screens show for `CN(C)C=Nc1nc2ccccc2nc1N1CCCC1`?
NPR1 activator: 2; GC-B act: -3; SIAE primary: 5; PRMT1 FP inh: -5; TCR-CD3 inh: 5; HTRA1 inh: -8; rCAG RNA binder: -6; mABHD4 FP: -3; MBD2 inh: 0; UHRF1 MBD2 ctr: 0

Results for CCOC(=O)C1CCN(C(=O)c2ccc(Br)o2)CC1 ?
NPR1 activator: 2; GC-B act: 1; SIAE primary: 0; PRMT1 FP inh: 1; TCR-CD3 inh: -9; HTRA1 inh: 3; rCAG RNA binder: -2; mABHD4 FP: -6; MBD2 inh: 8; UHRF1 MBD2 ctr: 6

What do the screens show for `O=C(CSc1nnnn1-c1ccccc1)Nc1ccc(N2CCOCC2)cc1`?
NPR1 activator: 4; GC-B act: 0; SIAE primary: 0; PRMT1 FP inh: 0; TCR-CD3 inh: -1; HTRA1 inh: -2; rCAG RNA binder: -2; mABHD4 FP: 1; MBD2 inh: -3; UHRF1 MBD2 ctr: 0

Results for CCCCN(C)CCCNC(=O)C1CC(=O)N(Cc2ccc(OC)cc2)C1 (centres undefined) ?
NPR1 activator: 1; GC-B act: -2; SIAE primary: -2; PRMT1 FP inh: -8; TCR-CD3 inh: -1; HTRA1 inh: -4; rCAG RNA binder: 1; mABHD4 FP: -2; MBD2 inh: 0; UHRF1 MBD2 ctr: -1

What do the screens show for `O=c1[nH]cnc2sc(-c3ccccc3)cc12`?
NPR1 activator: 1; GC-B act: -8; SIAE primary: 0; PRMT1 FP inh: 0; TCR-CD3 inh: -8; HTRA1 inh: -1; rCAG RNA binder: 3; mABHD4 FP: -5; MBD2 inh: 1; UHRF1 MBD2 ctr: -8

How did Cc1cc(=O)oc2cc(OCCSc3nnc(-c4ccccc4)o3)ccc12 do in these assays?
NPR1 activator: 0; GC-B act: -2; SIAE primary: -6; PRMT1 FP inh: 3; TCR-CD3 inh: -2; HTRA1 inh: 3; rCAG RNA binder: 1; mABHD4 FP: 5; MBD2 inh: -2; UHRF1 MBD2 ctr: 4

Results for O=c1cc2c(nn1Cc1cccc(Cl)c1)-c1ccccc1CC2 ?
NPR1 activator: -2; GC-B act: 1; SIAE primary: 0; PRMT1 FP inh: -2; TCR-CD3 inh: 7; HTRA1 inh: -42; rCAG RNA binder: -7; mABHD4 FP: -3; MBD2 inh: 4; UHRF1 MBD2 ctr: 0

What do the screens show for `CC1CCC(NC(=O)C2CCN(C(=O)Nc3ccccc3)CC2)CC1` (centres undefined)?
NPR1 activator: 3; GC-B act: 4; SIAE primary: 9; PRMT1 FP inh: 4; TCR-CD3 inh: -4; HTRA1 inh: 4; rCAG RNA binder: -4; mABHD4 FP: -5; MBD2 inh: 6; UHRF1 MBD2 ctr: 1

How did CCOc1ccc(-c2nnc(NC(=O)CCCOc3cccc(C)c3)o2)cc1 do in these assays?
SIAE primary: -5; PRMT1 FP inh: 2; TCR-CD3 inh: -1; HTRA1 inh: -14; rCAG RNA binder: 4; mABHD4 FP: -9; MBD2 inh: 8; UHRF1 MBD2 ctr: -1

How did CCOC(=O)CCC(NC(=O)c1ccc(NCN2C(=O)c3ccccc3C2=O)cc1)C(=O)OCC (centres undefined) do in these assays?
NPR1 activator: -2; GC-B act: 2; SIAE primary: -11; PRMT1 FP inh: 3; TCR-CD3 inh: -1; HTRA1 inh: -1; rCAG RNA binder: -2; mABHD4 FP: -7; MBD2 inh: 8; UHRF1 MBD2 ctr: 7

How did Cn1c(SCC2CCCCC2)nnc1-c1ccncc1 do in these assays?
NPR1 activator: 0; GC-B act: 2; SIAE primary: 8; PRMT1 FP inh: 0; TCR-CD3 inh: 3; HTRA1 inh: -5; rCAG RNA binder: -4; mABHD4 FP: -5; MBD2 inh: -3; UHRF1 MBD2 ctr: 2

What do the screens show for `CS(=O)(=O)c1ccc(-c2nnc(NC(=O)c3ccc(S(=O)(=O)N4CCCC4)cc3)o2)cc1`?
NPR1 activator: 1; GC-B act: 2; SIAE primary: -4; PRMT1 FP inh: 2; TCR-CD3 inh: -1; HTRA1 inh: 4; rCAG RNA binder: 36*; mABHD4 FP: 5; MBD2 inh: -2; UHRF1 MBD2 ctr: -2

What do the screens show for `O=C(O)CSc1nc2ccccc2n1C1CCCCC1`?
NPR1 activator: 0; GC-B act: 5; SIAE primary: 8; PRMT1 FP inh: -1; TCR-CD3 inh: 6; HTRA1 inh: 5; rCAG RNA binder: 2; mABHD4 FP: 0; MBD2 inh: -3; UHRF1 MBD2 ctr: 0

How did O=S1(=O)c2ccc(N3CCC[C@@H]3CO)cc2O[C@@H]2CCN1C2 do in these assays?
NPR1 activator: 1; GC-B act: 2; SIAE primary: 1; PRMT1 FP inh: 3; rCAG RNA binder: 3; mABHD4 FP: 7; MBD2 inh: 4; UHRF1 MBD2 ctr: 10

Results for Nc1ccc2c(c1)C(=O)CCC2 ?
NPR1 activator: 3; GC-B act: -9; SIAE primary: 1; PRMT1 FP inh: -1; TCR-CD3 inh: -6; HTRA1 inh: -2; rCAG RNA binder: 5; mABHD4 FP: -1; MBD2 inh: 1; UHRF1 MBD2 ctr: -2

Some of the compounds tested. The share of hits here may be higher or lower than overall.
